High-throughput results deposited in PubChem BioAssay by several laboratories.
LYP inhibition: PTPN22 lymphoid phosphatase activity blockers – biochemical, fluorescence intensity, uHTS (AID 1779). hit rate 0.054% among 290,000. recombinant LYP phosphatase, fluorescence intensity; higher % means a stronger effect. inhibition, % at 11.5 µM, or IC50 in µM where a hit was titrated; in the data active means inhibition above about 50%;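 further: plate controls were vehicle with enzyme for no effect and no enzyme for full effect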
NTR1 ag: agonists of NTR1, primary screen, imaging, U2OS cells, beta-arrestin-GFP, high content (AID 493036) | P30989 | NTR1-U2OS beta-arrestin-GFP spot imaging, agonist mode | activation, % at 20 µM | hit rate 0.17% among 330,000;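 active means activation at or above 40% of the spot to cytoplasm intensity ratio, with at least 20 cells analyzed; inconclusive means wells under 20 cells, flagged as cytotoxic or low count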;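 further: 0% = DMSO without peptide and 100% = 100 nM NTR1 peptide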
Target sequence (P30989 whole entry, looked up): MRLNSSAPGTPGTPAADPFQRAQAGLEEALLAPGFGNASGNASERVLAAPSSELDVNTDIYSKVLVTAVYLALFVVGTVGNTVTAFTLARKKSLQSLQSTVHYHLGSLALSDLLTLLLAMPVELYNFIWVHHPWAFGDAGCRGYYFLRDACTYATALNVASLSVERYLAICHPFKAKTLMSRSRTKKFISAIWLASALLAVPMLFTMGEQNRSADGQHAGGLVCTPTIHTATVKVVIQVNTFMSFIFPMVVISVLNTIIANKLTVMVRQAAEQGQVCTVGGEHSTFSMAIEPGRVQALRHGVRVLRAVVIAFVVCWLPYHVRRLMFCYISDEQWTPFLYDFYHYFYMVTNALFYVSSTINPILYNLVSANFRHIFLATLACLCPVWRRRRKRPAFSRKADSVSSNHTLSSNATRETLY
Myeloid diff MLP: compounds promoting myeloid differentiation; hit rate 1% among 360,000; AID 624256; ER-HoxA9 myeloid progenitors, lysozyme-GFP differentiation, flow cytometry; calls only at 10 µM;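 active means normalized GFP-positive differentiation at or above the plate's own cutoff, the solvent-only control mean plus 3 SD; inconclusive means no clear call, values can overlap the other calls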;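 further: cells exposed to compound for four days before flow analysis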
Rac1 GTP hydrolysis: MgcRacGAP GTPase-activating activity inhibitors, confirmation, biochemical, ADP Hunter fluorescence; MgcRacGAP-stimulated Rac1 GTP hydrolysis, ADP Hunter fluorescence; higher % means a stronger effect; GST-tagged Rac1 F28L mutant substrate; AID 624330; hit rate 0.6% among 340,000; one-dose inhibition, % at 30 µM; IC50 in µM for titrated hits;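 active means first-screen hits whose inhibition reached a set limit at any dose in the follow-up dose series; inconclusive means inhibition above the set first-screen limit but never retested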;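 further: fluorescence reports GDP produced by GAP-driven GTP hydrolysis; strong numbers were not always called active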
HIV peptide binding: inhibitors of HIV fusion peptide binding, primary screen, biochemical, uHTS, fluorescence dequenching (AID 1986); cell-free peptide binding, fluorescence dequenching, 30 min; higher % means a stronger effect; inhibition, % at 20 µM; hits with a dose series show IC50 in µM; hit rate 0.3% among 290,000; in the data active means inhibition mostly above about 52%, no sharp cut-off; inactive means mostly below about 76%; further: some results filed as inactive read as strong as hits
Salmonella PhoP GFP: inhibitors of PhoP regulon expression, primary screen, Salmonella Typhimurium, GFP reporter (AID 1863). S. Typhimurium PhoP-regulated promoter GFP reporter, 4 h; higher % means a stronger effect. inhibition, % at 50 µM; hits with a dose series show IC50 in µM. hit rate 0.16% among 300,000;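 active means inhibition over 29.93%, a cutoff 3 SD above the screen mean, later confirmed by dose response; inconclusive means inhibition over 29.93% but no dose response follow-up; inactive means inhibition at most 29.93% or unconfirmed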;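 further: 0% = low Mg2+ inducing control and 100% = high Mg2+ repressing control; strong numbers were not always called active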
GPR35 antagonists: GPR35 antagonists blocking zaprinast-driven arrestin recruitment, primary screen, imaging, U2OS, beta-arrestin-GFP, zaprinast agonist (AID 2058) | hit rate 0.052% among 290,000 | inhibition, % at 10 µM; hits with a dose series show IC50 in µM | U2OS GPR35 beta-arrestin-GFP translocation imaging, zaprinast antagonism; higher % means a stronger effect;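 active means inhibition of at least 50% with at least 30 cells and total cytoplasm GFP at most 10,000,000; inconclusive means under 30 cells or total GFP of 10,000,000 plus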
GPR55 antagonists: GPR55 antagonists blocking LPI-driven arrestin recruitment, primary screen, imaging, U2OS, beta-arrestin-GFP, LPI agonist (AID 2013); U2OS GPR55 beta-arrestin-GFP translocation imaging, LPI antagonism; higher % means a stronger effect; inhibition, % at 10 µM, or IC50 in µM where a hit was titrated; hit rate 0.13% among 290,000;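 active means spots per cell inhibited over 60%, with over 100 cells counted and total cytoplasm intensity under 500,000; inconclusive means wells with under 100 cells, flagged as likely toxic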;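 further: U2OS cells stably carrying GPR55 and arrestin-GFP stimulated by 5 µM LPI near EC80; imaged beta-arrestin-GFP aggregate spots per cell after agonist stimulation; plate controls were LPI-stimulated DMSO wells for no effect and DMSO wells without LPI for full effect; some results filed as inactive read as strong as hits; confirmed hits need IC50 under 10 µM and bright autofluorescent wells are also inconclusive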
SIAH1 antagonists: blockers of Siah-1 interaction with plectin peptide – biochemical, fluorescence polarization, rhodamine-plectin, uHTS, primary screen (AID 1817). one-dose displacement, % at 20 µM; IC50 in µM for titrated hits. hit rate 0.02% among 290,000. Siah-1 / rhodamine-plectin peptide fluorescence polarization; higher % means a stronger effect;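 active means displacement of at least 50% at 20 µM, with a fluorescence ratio check between 0.3 and a set limit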;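 further: plate controls were Siah plus tracer with DMSO for no effect and tracer alone without Siah for full effect; strong numbers were not always called active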
NTR1 ag cell count 20 µM: recorded beside NTR1 ag, whose call it bears; cell count; measured here: cell count, cytotoxicity flag
Myeloid diff MLP GFP+ MAC1+ %: also measured in Myeloid diff MLP; calls as there; GFP+ MAC1+ double positive, %; measured here: differentiation confirmed by MAC1 staining
* marks the source's active call; other numbers are inactive results; i = inactive; ? = inconclusive; . = not tested or not shown.

SMILES | LYP inhibition | NTR1 ag | NTR1 ag cell count 20 µM | Myeloid diff MLP | Myeloid diff MLP GFP+ MAC1+ % | Rac1 GTP hydrolysis | HIV peptide binding | Salmonella PhoP GFP | GPR35 antagonists | GPR55 antagonists | SIAH1 antagonists
Cn1nnnc1Sc1c(Cl)cccc1[N+](=O)[O-] | -11% | -0.1 | 81 | i | 0.9 | 5% | 0.0% | 23% | 5% | 9% | 8%
COc1ccc(-c2ccnc(-c3ccc(O)cc3)n2)cc1 | -4% | 6.0 | 55 | ? | . | 11% | -1.0% | -2% | 6% | -8% | 2%
Cc1ccc(CC(=O)Nc2cc(C)ccn2)cc1 | -10% | -1.4 | 13 | i | 0.7 | 6% | 0.2% | -3% | 11% | -2% | 3%
COC(=O)c1cc(-c2ccc(Cl)cc2Cl)n[nH]1 | -6% | 0.5 | 78 | i | 0.1 | 7% | -0.8% | 2% | 9% | 12% | 6%
Cc1ccc(CN=c2c([N+](=O)[O-])nn(-c3cccc(C)c3)n2O)cc1 | -1% | -1.5 | 56 | i | 0.8 | -9% | -0.8% | 0% | 1% | 7% | -1%
O=c1c([N+](=O)[O-])c(N2CCOCC2)c2ccccc2n1Cc1ccccc1 | -11% | 0.1 | 74 | i | 1.4 | 5% | -0.3% | -12% | 4% | -6% | -2%
CCOc1ccccc1NC(=O)N1CCCc2ccccc21 | -2% | 1.6 | 55 | i | 1.2 | 5% | 0.0% | -4% | 1% | 16% | -4%
CN(C)N1C(N)=C(C#N)C(c2ccc(Cl)cc2)C2=C1CCCC2=O (configuration not stated) | -4% | 0.2 | 36 | i | 0.1 | 3% | -1.1% | 1% | 15% | 11% | 2%
CCCn1c(=NC(=O)CCS(=O)(=O)c2ccccc2)sc2cc(S(N)(=O)=O)ccc21 | . | 3.0 | 55 | i | 1.0 | -5% | . | 11% | . | . | .
COc1ccccc1CNC(=O)CSc1nc2ccccc2c(=O)n1CCCN1CCOCC1 | -8% | -1.9 | 101 | i | 0.5 | 11% | 0.6% | -2% | 4% | 1% | 8%
O=Cc1cnc(N2CCN(c3ccccc3)CC2)s1 | -6% | -1.2 | 53 | i | 0.0 | 6% | -0.1% | 7% | 0% | 9% | -3%
COc1ccc(CNS(=O)(=O)c2cc(CN3C(=O)c4cccnc4C3=O)ccc2OC)cc1 | 3% | 0.5 | 57 | i | 0.0 | 5% | 1.3% | -5% | -7% | 5% | -5%
Cc1cc(C)c(OCC(=O)Nc2nc(-c3ccccn3)cs2)c(C)c1 | 1% | 1.7 | 63 | i | 0.5 | 1% | 3.2% | 0% | -11% | 8% | 12%
COc1ccc2oc(C(=O)OCC(=O)N(C)CC(=O)Nc3ccc(C)cc3)c(C)c2c1 | . | 0.7 | 71 | i | 0.1 | 7% | . | -7% | . | . | .
O=C(COC(=O)/C=C/c1ccccc1Cl)NC(=O)Cc1ccccc1 | -5% | 0.5 | 41 | i | 0.3 | 1% | 0.2% | -3% | 12% | 9% | -6%
Cn1nc(-c2ccccc2)cc1NC(=O)Nc1ccccc1F | -6% | 0.9 | 42 | i | 0.8 | . | -1.5% | -11% | -6% | -4% | -4%
COc1cc(OC)cc(C(=O)Nc2ccc(Cn3ccnc3)cc2)c1 | -7% | 0.1 | 92 | i | 1.1 | 8% | 0.1% | -1% | 5% | 2% | 2%
Cc1ccc(S(=O)(=O)NCCNc2ccccc2[N+](=O)[O-])cc1 | 1% | 0.7 | 45 | i | 0.3 | 3% | -1.5% | -5% | -8% | -11% | 0%
O=c1[nH][nH]c(C(F)(F)F)c1C=Nc1cccc(Cl)c1 | -8% | 0.5 | 83 | i | 1.2 | 9% | -4.3% | -8% | 7% | 10% | -3%
COc1ccc(OCC(O)CNC(=O)c2ccccc2)cc1 (configuration not stated) | -3% | -1.8 | 47 | i | 0.4 | 4% | 1.0% | -4% | -1% | 16% | 20%
O=C(Nc1ccc(Cl)cc1C(F)(F)F)c1ccccc1 | 1% | -0.2 | 66 | i | 0.3 | 9% | 0.9% | -8% | 1% | 8% | 3%
Cc1cc(NC(=O)Cn2nc(C(F)(F)F)c3c2CCC3)no1 | -11% | -1.2 | 65 | i | 0.8 | 5% | 1.4% | 13% | -4% | 68% | -1%
CCn1c(C)c(C(C)=O)c(NCc2ccccc2)nc1=S | 4% | -0.8 | 63 | i | 1.0 | 9% | 0.1% | -4% | -8% | -20% | -1%
CC(C)CC(C(=O)Nc1ccc2c(c1)OCCO2)N1C(=O)c2ccccc2C1=O (configuration not stated) | -1% | 1.3 | 54 | i | 0.8 | 12% | 0.5% | 0% | -11% | 2% | 0%
Cc1ccc(C(C(=O)NC2CCCCC2)N(Cc2ccccc2)C(=O)Cc2c[nH]c3ccccc23)o1 (configuration not stated) | 9% | 10 | 64 | i | 1.3 | 6% | -0.7% | 16% | -11% | 33% | 1%
CCOC(=O)c1cnc(SC)nc1Nc1cccc2ccccc12 | -9% | 9.0 | 52 | i | 1.2 | -23% | 2.0% | -1% | -18% | 4% | -6%
CCc1ccc(NC(=O)CSc2nc(=O)n3cc(C)ccc3n2)cc1 | . | 0.7 | 58 | i | 0.8 | 7% | . | 4% | . | . | .
CCOC(=O)C1=C(c2ccccc2)NC(=S)NC1c1ccc(Cl)cc1 (configuration not stated) | -1% | 4.6 | 55 | i | 0.4 | 9% | -1.5% | -13% | 0% | 19% | 6%
Cc1cc(-c2n[nH]c(=S)n2Cc2ccccc2)cs1 | -3% | 1.1 | 39 | i | 0.7 | 17% | 0.7% | 15% | -12% | 1% | 5%
Clc1ccc(NCn2cncn2)nc1 | -3% | -1.1 | 49 | i | 0.7 | 4% | -1.1% | 0% | 7% | -2% | 0%
Cc1cc2[nH]c3ccccc3c2cn1 | -6% | 0.3 | 54 | i | 0.8 | 17% | -0.4% | -1% | 6% | -3% | 0%
COc1cc(C(C)=O)ccc1OCC(=O)Nc1ccccc1N1CCCC1 | -8% | 1.5 | 61 | i | 0.2 | 8% | 0.6% | 0% | -6% | 10% | 8%
COc1cccc(N2CCN(CC(=O)NC(C)c3ccccc3)CC2)c1 (configuration not stated) | -12% | -0.8 | 65 | i | 0.5 | 5% | 0.0% | 7% | 13% | -7% | 21%
COc1ccccc1Oc1ncnc2c1oc1ccccc12 | -3% | 1.7 | 78 | i | 0.6 | 9% | 0.6% | 0% | 4% | -12% | -2%
O=C(CN1CCN(C(=O)c2ccccc2)CC1)Nc1ncc(Br)cc1Br | 1% | -0.2 | 59 | i | 0.7 | 13% | -2.9% | 15% | -1% | 1% | -3%
COc1ccc(/C=N/NC(=O)c2ccc(NC(=O)c3cccc([N+](=O)[O-])c3)cc2)c(C(=O)O)c1OC | 2% | -1.2 | 43 | i | 0.7 | 0% | 11% | -1% | -7% | -18% | -2%
CCC/C(O)=C1\C(=O)CC(c2ccccc2)CC1=NCCc1c(C)[nH]c2ccccc12 (configuration not stated) | 0% | 5.4 | 63 | i | 4.8 | -2% | -2.3% | 29% | 11% | 8% | -6%
Cc1cc(C(=O)CSc2nnnn2C)c(C)n1-c1ccc2c(c1)OCCO2 | 10% | -2.9 | 93 | i | 1.0 | 8% | 3.3% | 32% | -7% | -11% | -1%
CC1CCC(NC(=O)C2CC(=O)N(c3ccc(Cl)cc3)C2)CC1 (configuration not stated) | -9% | 0.6 | 76 | i | 1.2 | 7% | 0.8% | 2% | 0% | -6% | -2%
COC(=O)[C@@H]1C[C@@H](c2ccccc2)[C@H](C)C1(C)C | . | -0.7 | 64 | i | 0.5 | -2% | . | 6% | . | . | .
Cc1ccc(C)c(S(=O)(=O)N2CCN(C(=O)c3ccc(-n4cncn4)c([N+](=O)[O-])c3)CC2)c1 | . | 1.3 | 60 | i | 0.3 | 4% | . | -4% | . | . | .
O=C(O)CC/C(=N/NC(=O)CNC(=O)C(c1ccccc1)c1ccccc1)c1ccccc1 | -3% | -0.5 | 53 | i | 1.4 | 9% | 0.0% | . | 9% | 19% | -2%
CC(=O)OCC[n+]1c(C)n(-c2ccccc2)c2ccc(Cl)cc21 | -11% | -0.9 | 75 | i | 0.1 | -3% | -1.7% | -5% | 7% | -7% | 5%
COc1ccccc1NC(=S)N1CCN(c2ccccc2F)CC1 | -6% | 0.6 | 54 | i | 0.5 | -2% | -0.3% | -5% | 9% | 9% | 11%
CC(=O)c1cccc(NC(=O)c2c(F)c(F)c(F)c(F)c2F)c1 | -7% | 0.0 | 39 | i | 0.5 | -7% | -4.4% | 2% | 21% | -2% | 2%
CCC(C)(C)NC(=O)C(c1cccn1C)N(Cc1ccc(OC)cc1)C(=O)Cn1nnc2ccccc21 (configuration not stated) | -7% | 3.8 | 53 | i | 0.6 | 4% | 0.4% | 3% | -10% | 7% | 0%
CCOC(=O)c1c(S(=O)(=O)N2CCN(c3ccc(F)cc3)CC2)c(C)n(C)c1C | -9% | 3.4 | 46 | i | 0.8 | -4% | -1.7% | -1% | -19% | -22% | -3%
CCOc1ccc(C(C(=O)NCC2CCCO2)N(C(=O)c2snc(C(N)=O)c2N)c2ccc3c(c2)OCCO3)cc1 (configuration not stated) | -5% | 3.3 | 44 | i | 0.3 | 6% | -0.7% | 1% | -3% | 6% | 5%
Cc1ccc(S(=O)(=O)NCC(=O)N2CCN(c3ccccn3)CC2)cc1 | 2% | 2.3 | 67 | i | 10 | 6% | -0.6% | -2% | 8% | 0% | 4%
Cn1c(NC(=O)c2ccc(S(=O)(=O)N3CCCCC3)cc2)cc(=O)n(C)c1=O | -6% | 0.9 | 42 | i | 0.4 | 1% | -0.9% | 0% | 22% | -5% | 1%
COC(=O)c1ccc(C(=O)OC)c(NC2=NS(=O)(=O)c3ccccc32)c1 | -5% | 0.0 | 73 | i | 1.3 | -4% | -0.6% | 9% | -4% | 17% | 1%
O=C(O)c1cccc(S(=O)(=O)N2CCN(C(c3ccccc3)c3ccccc3)CC2)c1 | -9% | -0.4 | 96 | i | 0.6 | 0% | 18% | 4% | 7% | 16% | -2%
Cc1ccc(O)c(N/C=C/C(=O)c2ccc(F)cc2)c1 | -5% | 5.0 | 43 | i | 0.8 | 20% | -1.6% | 3% | -5% | 10% | 1%
CCc1nnc(NC(=O)CCC(=O)NCc2ccc(C)cc2)s1 | -8% | -0.5 | 68 | i | 1.3 | 8% | 0.1% | 4% | -14% | 0% | -2%
CC1=C(C)CC2(SC1)C(=O)N(c1ccccc1)N=C2N (configuration not stated) | -4% | 0.5 | 41 | i | 1.2 | 15% | -1.9% | 3% | -8% | 10% | 9%
